# Screening data as filed in PubChem BioAssay.
# Coupling enz = qHTS Assay for Inhibitors of Fructose-1,6-bisphosphate Aldolase from Giardia Lamblia: Coupling assay counterscreen; coupling enzyme system counterscreen, AmpLite Red fluorescence; activity change, negative = inhibition, % at 58.2 µM, hits read low; actives 0.67% (n = 290,000); AID 2472, 2010; in the data active means activity change below about -30%
#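 Compounds tested against the coupling enzymes alone at 57.5 uM final; readout was AmpLite Red fluorescence (525/598 nm) after 20 min at RT.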
# USP2a block = qHTS Assay for Inhibitors of Ubiquitin-specific Protease USP2a Using CHOP2 as the Reporter | Potency, µM (top dose mostly 38.3 µM), without a hit: at the highest dose activity change, negative = inhibition, actives largely listed as inhibitors | AID 463254, 2010 | actives 0.01% (n = 330,000) | USP2 core, Ub-CHOP2 coupled fluorogenic reporter, 485/531;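 further: potency means the concentration at half of the fitted maximal effect; plate controls were DMSO wells for no effect and full inhibition by NEM control for full effect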
#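 Deubiquitinase activity read as fluorescence (485/531 nm) after Ub-CHOP2 cleavage activates the enterokinase reporter on its substrate; USP2 core 10nM, Ub-CHOP2 and substrate 25nM each, 30min compound preincubation then 60min RT; data normalized to NEM, curves fitted.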
# uPA surface inh = qHTS for Inhibitors of Cell Surface uPA Generation; cell surface uPA generation assay, qHTS; Potency, µM (series often up to 38.3 µM), for inactives: top-dose activity change, negative = inhibition, usual class: inhibitors; actives 0.31% (n = 330,000); AID 540303, 2011; active means well fitted inhibition curve with a large enough effect; inconclusive means small, poorly fitted or top-dose-only effect; inactive means no such curve, though single readings can be large or run the other way; tested in mouse RAW 264.7 cells; further: potency means the concentration at half of the fitted maximal effect; nearly all actives have a fitted effect of over 55% in size
# KCNH2 3.1 block = qHTS for Inhibitors of KCHN2 3.1: Mutant qHTS. U2OS KCNH2 3.1, thallium flux FluxOr; stronger effect = lower value. activity change, % (tested at about 1.8 µM). actives 0.95% (n = 340,000). AID 720553, 2013;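 active means maximum activity change below -70%; inconclusive means maximum activity change from -70% to -50%; inactive means maximum activity change above -50%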;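 further: thallium influx rate constant from kinetic fluorescence after stimulation buffer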
#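 Measured as rate of thallium-driven FluxOr signal in transduced U2OS cells carrying the 3.1 channel, read kinetically for 2 min upon stimulation; values are rate constants scaled to DMSO control wells.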
# Eya2 inh = qHTS Assay for Inhibitors of the Phosphatase Activity of Eya2 | recombinant Eya2, OMFP fluorescence dephosphorylation (OMFP is methylfluorescein phosphate) | Potency, µM (doses to about 76.9 µM), inactives show top-dose activity, negative = inhibition, actives largely listed as inhibitors | Protein phosphatase EYA2 (Homo sapiens), O00167 | actives 0.006% (n = 330,000); further: potency means the concentration at half of the fitted maximal effect
#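 Eya2 (0.2 uM) preincubated 10 min at ambient with compound, then OMFP substrate added at 50 uM; 10 min reaction in 50 mM HEPES pH 7.5, 50 mM NaCl, 5 uM MgCl2, 0.05% BSA, 1 mM DTT. Fluorescence read at Ex 485/Em 525 nm.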
# GALK inh = qHTS Assay for Inhibitors of Human Galactokinase (GALK); P51570; Purified GALK, Kinase-Glo residual ATP luminescence; Potency, µM (titrated, usually from 57.5 µM), without a hit: top-dose activity change, negative = inhibition, actives largely listed as inhibitors; actives 0.007% (n = 270,000); AID 1868, 2009; further: potency means the concentration at half of the fitted maximal effect
#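 Human GALK (5 nM) with 35 uM ATP and 100 uM galactose in 20 mM HEPES pH 8.0, 5 mM MgCl2, 60 mM NaCl, 1 mM DTT, 0.01% BSA. After 1 h at room temperature, leftover ATP was read by Kinase-Glo Plus luminescence.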
# KCNH2 WT inh = qHTS for Inhibitors of KCHN2 3.1: Wildtype qHTS. activity change, % at 1.84 µM. actives 0.37% (n = 340,000). U2OS, BacMam KCNH2, thallium flux FluxOr; stronger effect = lower value. Voltage-gated inwardly rectifying potassium channel KCNH2 (Homo sapiens), Q12809. AID 720551, 2013;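 active means maximum activity change below -70%; inconclusive means maximum activity change between -70% and -50%; inactive means maximum activity change above -50%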
# Target sequence (Q12809 whole entry, looked up): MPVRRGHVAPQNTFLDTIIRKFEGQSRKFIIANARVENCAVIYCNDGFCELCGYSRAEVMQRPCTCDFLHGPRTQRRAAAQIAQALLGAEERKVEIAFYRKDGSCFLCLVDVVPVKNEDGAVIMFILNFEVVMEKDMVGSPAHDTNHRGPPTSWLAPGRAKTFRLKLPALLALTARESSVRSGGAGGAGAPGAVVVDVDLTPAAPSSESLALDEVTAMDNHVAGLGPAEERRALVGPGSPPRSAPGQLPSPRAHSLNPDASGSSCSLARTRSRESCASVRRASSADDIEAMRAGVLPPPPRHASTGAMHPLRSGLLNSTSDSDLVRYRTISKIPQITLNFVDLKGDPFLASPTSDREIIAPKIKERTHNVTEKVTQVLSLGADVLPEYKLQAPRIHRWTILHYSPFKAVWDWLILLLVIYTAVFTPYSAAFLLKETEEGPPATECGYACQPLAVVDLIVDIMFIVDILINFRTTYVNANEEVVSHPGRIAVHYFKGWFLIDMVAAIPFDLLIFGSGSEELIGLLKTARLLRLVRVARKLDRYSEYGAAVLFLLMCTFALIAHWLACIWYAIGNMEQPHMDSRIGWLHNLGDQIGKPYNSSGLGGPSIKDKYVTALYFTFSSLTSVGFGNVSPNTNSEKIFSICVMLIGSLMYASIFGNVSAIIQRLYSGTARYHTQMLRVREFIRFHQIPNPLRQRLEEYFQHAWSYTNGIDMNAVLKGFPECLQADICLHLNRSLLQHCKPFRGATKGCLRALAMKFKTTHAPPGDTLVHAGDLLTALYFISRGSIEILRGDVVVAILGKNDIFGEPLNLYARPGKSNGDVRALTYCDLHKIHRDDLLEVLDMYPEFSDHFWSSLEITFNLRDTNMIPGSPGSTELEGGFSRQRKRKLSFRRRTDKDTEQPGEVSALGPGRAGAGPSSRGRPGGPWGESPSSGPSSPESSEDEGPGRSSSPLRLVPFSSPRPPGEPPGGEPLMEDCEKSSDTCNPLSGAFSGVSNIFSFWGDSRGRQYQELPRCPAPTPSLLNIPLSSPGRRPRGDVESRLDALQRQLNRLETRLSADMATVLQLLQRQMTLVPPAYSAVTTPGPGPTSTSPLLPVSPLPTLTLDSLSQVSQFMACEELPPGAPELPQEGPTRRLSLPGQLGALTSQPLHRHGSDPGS
#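 U2OS cells transduced with wild-type KCNH2 virus are loaded with FluxOr dye for 45 min, and thallium flux is measured in kinetic reads before and after stimulation buffer. Rate constants are normalized to DMSO controls.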
# Chronic BCR inh = qHTS Assay to Find Inhibitors of Chronic Active B-Cell Receptor Signaling; AID 493014, 2011; Potency, µM (highest dose often 46.1 µM), for inactives: at the top dose ratio change, negative = lower green/red ratio, usual class: inhibitors; actives 0.05% (n = 340,000); ABC-DLBCL IkBa-CBG/CBR reporter, luminescence ratio, 4 h; active means well fitted inhibition curve with a large enough effect in the signal ratio, with a control signal flat, not every such curve was filed as active; inconclusive means small, poorly fitted or top-dose-only effect, or effect the other way, or a change in a side signal; the % refers to the signal ratio;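 further: potency means the concentration at half of the fitted maximal effect; plate controls were basal doxycycline-induced cells for no effect and cells given 10 µM MG132 for full effect; MG132 reads +100%, hits lower the ratio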
#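 Compounds up to 46 uM were incubated four hours with TMD8 cells whose green CBG68 luciferase is fused to IkappaBalpha; red CBR luminescence normalised the signal, and concentration-effect curves were fitted to fusion, red and ratio data.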
# PKM2 activator = qHTS Assay for Activators of Human Muscle isoform 2 Pyruvate Kinase; Pyruvate kinase PKM (Homo sapiens), P14618; purified PKM2, Kinase-Glo ATP luminescence, activation; response scale: 0% is enzyme alone, no compound; Potency, µM (series often up to 57.5 µM), for inactives: top-dose activation, usual class: activators; actives 0.34% (n = 260,000); further: potency means the concentration at half of the fitted maximal effect; nearly all actives have a fitted effect of over 55% in size
#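 Purified hPK-M2 (>95% pure) converted ADP (0.1 mM final) to ATP with 0.5 mM PEP in 50 mM imidazole pH7.2, KCl, MgCl2, Tween 20, BSA; 1 h at room temperature. ATP detected by Kinase-Glo luminescence.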
# Giardia kill = Small Molecules that selectively kill Giardia lamblia: qHTS; Giardia lamblia trophozoite viability; activity change, % at 7.66 µM, hits read low; actives 0.15% (n = 340,000); AID 540267, 2011; in the data active means activity change below about -80%; inconclusive means between about -30% and that limit;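 further: parasites exposed to compound for two days anaerobically before the ATP read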
#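 Luminescence from cellular ATP indicates surviving trophozoites (100 cells/well) following 48 hrs anaerobic compound treatment at 37 deg C; signal develops 15-30 min at room temperature.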
# B2AR arrestin = qHTS assay of beta-arrestin-biased ligands of beta2-adrenergic receptor. Beta-2 adrenergic receptor (Homo sapiens), P07550. beta-arrestin recruitment to beta2AR, cell-based reporter. Potency, µM (series often up to 46.1 µM), for the others: top-dose activation, usual class: activators. actives 0.02% (n = 330,000). AID 492947, 2010;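 further: potency means the concentration at half of the fitted maximal effect; 0% = DMSO controls and full agonism = EC100 isoproterenol or metaproterenol; nearly all actives have a fitted effect of over 65% in size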
# * hit, by the source's call; ? = inconclusive; / = no result given; [ ] = dose if it differs, or a comment. Unless noted, the call rests on the fitted dose curve; in most records, active means well fitted curve in the direction sought with a large enough effect; inconclusive means small, poorly fitted or top-dose-only effect, or another doubt; inactive means no such curve, though single readings can be large; an effect the other way counts as inactive or inconclusive. Unless noted, on the % scale 0 is the no-effect control and ±100 the full control effect. The order is random; any-hit rate near 2.4%.
SMILES,Coupling enz,USP2a block,uPA surface inh,KCNH2 3.1 block,Eya2 inh,GALK inh,KCNH2 WT inh,Chronic BCR inh,PKM2 activator,Giardia kill,B2AR arrestin
Nc1nc(-c2cc3c(cc2Cl)OCCO3)cs1,1,0%,-1%,-8,-15%,-2%,-4,?,2%[11.5 µM],17,0.0%
COC(=O)c1c(C)[nH]c(C)c1-c1ccccc1Cl,-14,5%,-4%,23,7%,0%,13,-10%,17%,22,0.0%
Cc1cc(Nc2cccc(C(=O)O)c2)n2ncnc2n1,0,0%,0%,19,-19%,3%,-4,?,-12%,13,-0.9%
Cc1cccc(Nc2nnc(SCC3CCCCO3)s2)c1C (stereo unspecified),-1,-7%,5%,-3,5%,-2%,0,-1%,-15%,-9,-0.8%
COc1ccc(N2C(=O)CN(Cc3ccc(OC)c(OC)c3)C2=S)cc1,0,1%,-6%,14,-1%,-3%,1,?,0%,-9,0.2%
COc1ccc(Oc2coc3cc(OC(=O)c4cccs4)ccc3c2=O)cc1,/,2%,-5%,-5,-8%,-1%,-2,-2%,0%,-12,-0.5%
C=CCn1c(O)c(N=NC(=O)CNC(=O)Cc2ccccc2)c2ccccc21,3,4%,0%,25,-3%,0%,0,6%,1%[0.46 µM],-13,-0.6%
c1ccc(-c2ccccc2OCCCCn2ccnc2)cc1,-1,0%,-5%,-36,-2%,9%,2,0%,1%[11.5 µM],-3,-0.3%
O=C(COC(=O)Cn1nnc(-c2ccccc2)n1)Nc1ccccc1Br,/,0%,3%,5,4%,/,-1,5%,/,6,-0.1%
Cc1ccc2nc(-c3ccc(NC(=O)CNC4CC4)cc3)sc2c1,-3,2%,?,-8,4%,-1%,2,-14%,-5%,-3,0.0%
CC(=O)NN1C(=O)c2ccccc2NC1c1ccc(N(C)C)cc1 (stereo unspecified),-1,2%,-19%,1,-1%,/,-14,2%,/,-2,-0.1%
Cc1ccc(NC(=O)CSC2=NCCN2)cc1,2,4%,-12%,2,-11%,0%,-6,?,5%,15,-0.3%
Cc1onc(-c2ccccc2Cl)c1C(=O)N1CCC(C)CC1,1,1%,-1%,-26,7%,-1%,2,3%,/,1,0.3%
COc1ccc(OC)c(/C=C/C(=O)N2CCN(S(=O)(=O)c3ccc(C)cc3C)CC2)c1,/,-2%,-3%,-10,-1%,/,10,3%,/,16,0.1%
COC(=O)C1CCN(c2ccc([N+](=O)[O-])cc2[N+](=O)[O-])CC1,0,4%,-16%,-2,3%,-1%,/,?,-4%,-19,-0.7%
COc1cc(-c2nc(-c3cccnc3)no2)cc(OC)c1OC,0,0%,2%,-1,1%,3%,-16,?,4%,-11,-0.5%
CCOC(=O)c1c(NC(=O)COC(=O)c2ccc([N+](=O)[O-])cc2)sc(C(=O)N(C)C)c1C,/,2%,-1%,6,9%,/,-14,-6%,/,7,-0.4%
O=C(CCc1ccccc1)Nc1ccc(F)c([N+](=O)[O-])c1,2,-1%,-1%,-5,-10%,7%,-9,10%,5%,7,-0.1%
O=C(COc1cccnc1[N+](=O)[O-])Nc1cccc(S(=O)(=O)N2CCCCC2)c1,-1,2%,-1%,-2,-1%,-1%,2,-11%,11%,?,-0.2%
CCc1ccccc1NC(=O)NNC(=O)CCc1ccccc1,8,-1%,9%,-7,-6%,-5%,1,4%,5%,-5,0.4%
Cn1nc(C(F)(F)F)c(-c2ccccc2)c1NC(=O)CSCC(=O)O,9,3%,3%,6,1%,/,10,-3%,-4%,-24,0.5%
Cc1c(C(=O)Nc2ccccc2N2CCOCC2)sc2nc3n(c(=O)c12)CCC3,2,3%,/,/,7%,5%,/,1%,-2%,/,0.0%
COc1ccc(-c2nc(N3CCCC3)[nH]c(=O)c2C#N)cc1,4,-4%,4%,2,3%,-3%,-1,6%,-9%,7,0.0%
CC(C)c1ccc(NC(=O)NC2CCN(CC(=O)Nc3cccc4ccccc34)CC2)cc1,3,0%,-3%,-38,-9%,2%,10,-18%,1%,4,0.2%
O=C(O)C(O)C(O)c1nc2ccccc2[nH]1 (stereo unspecified),0,5%,0%,4,1%,0%,2,3%,-1%,-11,0.2%
# Further records follow:
SMILES,Coupling enz,USP2a block,uPA surface inh,KCNH2 3.1 block,Eya2 inh,GALK inh,KCNH2 WT inh,Chronic BCR inh,PKM2 activator,Giardia kill,B2AR arrestin
COc1ccc(S(=O)(=O)N2CCC(C(=O)N3CCN(C)CC3)CC2)cc1OC,1,2%,0%,6,4%,-1%,26,2%,/,20,-0.4%
Cc1ccc(S(=O)(=O)N(CCO)Cc2cc3ccc(C)c(C)c3[nH]c2=O)cc1,-1,2%,/,-5,-13%,-1%,-37,?,-2%,6,-0.1%
COc1ccc2nc3oc(C(=O)N4CCN(c5cccc(Cl)c5)CC4)cc3cc2c1,-10,2%,-3%,-22,5%,1%,-11,6%,-26%,-6,0.1%
CC(C)(C)NC(=O)C[C@H]1C[C@H](C(=O)N2CCCCC2)[C@@]2(CCc3ccccc3)c3[nH]c4cc(-c5ccco5)ccc4c3CCN2C1=O,/,3%,-15%,-9,5%,/,-3,5%,/,16,0.4%
Nc1nonc1-c1noc(CCCN2C(=O)c3ccccc3C2=O)n1,2,1%,5%,-7,10%,3%,-11,?,-1%,-9,-0.3%
CCC(C)C(NC(=O)OCc1ccccc1)C(=O)NC(Cc1ccc(O)cc1)C(=O)OC (stereo unspecified),-1,-1%,1%,4,-7%,-1%,-2,3%,-2%,2,-0.1%
CCS(=O)(=O)c1nc(S(=O)(=O)c2ccc(Cl)cc2)c(N2CCC(O)CC2)s1,/,3%,-7%,-3,-6%,0%,2,-2%,/,-2,0.2%
CCN(Cc1cc2cc(C)ccc2[nH]c1=O)C(=O)c1cccc([N+](=O)[O-])c1,3,-1%,-8%,5,10%,4%,0,-2%,6%,2,0.2%
O=C(NCCO)C(=O)NCC1OCCCN1S(=O)(=O)c1cccs1 (stereo unspecified),1,2%,-4%,15,2%,1%,2,-1%,1%,5,-1.3%
NC(=O)c1cc2cc([N+](=O)[O-])ccc2oc1=O,1,10%,3%,-1,-2%,0%,-4,?,0%,-8,-0.1%
CCOC(=O)Cc1csc(NS(C)(=O)=O)n1,1,-1%,1%,20,14%,0%,4,-1%,-6%,-5,-0.2%

# In another format: results already given.
canonical_smiles | Coupling enz | USP2a block | uPA surface inh | KCNH2 3.1 block | Eya2 inh | GALK inh | KCNH2 WT inh | Chronic BCR inh | PKM2 activator | Giardia kill | B2AR arrestin
Cc1ccc(S(=O)(=O)N(CCO)Cc2cc3ccc(C)c(C)c3[nH]c2=O)cc1 | -1 | 2% | / | -5 | -13% | -1% | -37 | ? | -2% | 6 | -0.1%
COc1ccc2nc3oc(C(=O)N4CCN(c5cccc(Cl)c5)CC4)cc3cc2c1 | -10 | 2% | -3% | -22 | 5% | 1% | -11 | 6% | -26% | -6 | 0.1%
CC(C)(C)NC(=O)C[C@H]1C[C@H](C(=O)N2CCCCC2)[C@@]2(CCc3ccccc3)c3[nH]c4cc(-c5ccco5)ccc4c3CCN2C1=O | / | 3% | -15% | -9 | 5% | / | -3 | 5% | / | 16 | 0.4%
Nc1nonc1-c1noc(CCCN2C(=O)c3ccccc3C2=O)n1 | 2 | 1% | 5% | -7 | 10% | 3% | -11 | ? | -1% | -9 | -0.3%
CCC(C)C(NC(=O)OCc1ccccc1)C(=O)NC(Cc1ccc(O)cc1)C(=O)OC (stereo unspecified) | -1 | -1% | 1% | 4 | -7% | -1% | -2 | 3% | -2% | 2 | -0.1%
CCS(=O)(=O)c1nc(S(=O)(=O)c2ccc(Cl)cc2)c(N2CCC(O)CC2)s1 | / | 3% | -7% | -3 | -6% | 0% | 2 | -2% | / | -2 | 0.2%
CCN(Cc1cc2cc(C)ccc2[nH]c1=O)C(=O)c1cccc([N+](=O)[O-])c1 | 3 | -1% | -8% | 5 | 10% | 4% | 0 | -2% | 6% | 2 | 0.2%
O=C(NCCO)C(=O)NCC1OCCCN1S(=O)(=O)c1cccs1 (stereo unspecified) | 1 | 2% | -4% | 15 | 2% | 1% | 2 | -1% | 1% | 5 | -1.3%
NC(=O)c1cc2cc([N+](=O)[O-])ccc2oc1=O | 1 | 10% | 3% | -1 | -2% | 0% | -4 | ? | 0% | -8 | -0.1%
